PLK1 PBD block = qHTS for Inhibitors of PLK1-PDB (polo-like kinase 1 - polo-box domain): Primary Screen | Serine/threonine-protein kinase PLK1 (Homo sapiens), P53350 | Plk1 PBD binding of FITC phosphopeptide, fluorescence polarization | Potency, µM, for the others: max response, negative = inhibition, actives largely listed as inhibitors | hit rate 2.8% among 360,000 | AID 720504, 2013; further: potency means the concentration at half of the fitted maximal effect; series mostly up to about 57 µM; on the % scale 0 is the no-effect control and ±100 the full control effect; nearly all actives have a fitted effect of over 65% in size
PI5P4Ka inh = qHTS for Inhibitors of phosphatidylinositol 5-phosphate 4-kinase (PI5P4K); PI5P4Kalpha enzyme, ADP-Glo luminescence, 60 min; active compounds read low; max response, %; hit rate 1.2% among 330,000; active means max response of -50% or lower; inconclusive means between -30% and -50%; inactive means -30% or higher; further: value at the top dose of about 77 µM; on the % scale 0 is the no-effect control and ±100 the full control effect
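Luminescence from ADP-Glo served as readout of PI5P4Kalpha activity in a qHTS format. Reaction: enzyme, substrate, compound, ATP at 5 microM final, 60 min at RT.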
EPAC1 agonist = qHTS for Agonist of cAMP-regulated guanine nucleotide exchange factor 3 (EPAC1): primary screen; EPAC1 agonist qHTS, biochemical assay; response scale: 100% = response to 6.5 mM cAMP; Potency, µM (top dose mostly 154 µM), without a hit: top-dose activation, usual class: activators; hit rate 0.073% among 360,000; further: potency means the concentration at half of the fitted maximal effect; nearly all actives have a fitted effect of over 60% in size
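Nucleotide exchange by EPAC1 (100 nM) on Rap1B–BODIPY-GDP (250 nM) in the presence of 50 uM GDP is tracked fluorescently at 480/540 nm over 30 min. Signals are normalized to a 6.5 mM cAMP control.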
Abeta yeast res = qHTS for compounds that reverse cellular toxicity of Amyloid beta (A-beta) peptide in yeast: Primary Screen; yeast expressing A-beta42, growth rescue, OD600, 48 h; response scale: 0% DMSO, 100% iron-clioquinol control; Potency, µM (highest dose often 46.1 µM), without a hit: at the top dose growth rescue, actives largely listed as activators; hit rate 0.063% among 410,000; AID 1347071, 2019; further: potency means the concentration at half of the fitted maximal effect; nearly all actives have a fitted effect of over 55% in size
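Yeast growth medium received pinned compounds, then yeast cells expressing toxic A-beta were added; plates incubated at 30 C for 48 hr. Growth read as absorbance at 600 nm, normalized to DMSO and equimolar FeCl3 plus clioquinol controls.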
WRN helicase inh = qHTS for Inhibitors of WRN Helicase; Potency, µM (highest dose often 114 µM), without a hit: top-dose activity change, negative = inhibition, hits mostly inhibitors; Bifunctional 3'-5' exonuclease/ATP-dependent helicase WRN (Homo sapiens), Q14191; hit rate 0.46% among 360,000; WRN helicase unwinding, fluorescent forked duplex, kinetic; further: potency means the concentration at half of the fitted maximal effect; on the % scale 0 is the no-effect control and ±100 the full control effect; nearly all actives have a fitted effect of over 55% in size
Target sequence (Q14191 whole entry, looked up): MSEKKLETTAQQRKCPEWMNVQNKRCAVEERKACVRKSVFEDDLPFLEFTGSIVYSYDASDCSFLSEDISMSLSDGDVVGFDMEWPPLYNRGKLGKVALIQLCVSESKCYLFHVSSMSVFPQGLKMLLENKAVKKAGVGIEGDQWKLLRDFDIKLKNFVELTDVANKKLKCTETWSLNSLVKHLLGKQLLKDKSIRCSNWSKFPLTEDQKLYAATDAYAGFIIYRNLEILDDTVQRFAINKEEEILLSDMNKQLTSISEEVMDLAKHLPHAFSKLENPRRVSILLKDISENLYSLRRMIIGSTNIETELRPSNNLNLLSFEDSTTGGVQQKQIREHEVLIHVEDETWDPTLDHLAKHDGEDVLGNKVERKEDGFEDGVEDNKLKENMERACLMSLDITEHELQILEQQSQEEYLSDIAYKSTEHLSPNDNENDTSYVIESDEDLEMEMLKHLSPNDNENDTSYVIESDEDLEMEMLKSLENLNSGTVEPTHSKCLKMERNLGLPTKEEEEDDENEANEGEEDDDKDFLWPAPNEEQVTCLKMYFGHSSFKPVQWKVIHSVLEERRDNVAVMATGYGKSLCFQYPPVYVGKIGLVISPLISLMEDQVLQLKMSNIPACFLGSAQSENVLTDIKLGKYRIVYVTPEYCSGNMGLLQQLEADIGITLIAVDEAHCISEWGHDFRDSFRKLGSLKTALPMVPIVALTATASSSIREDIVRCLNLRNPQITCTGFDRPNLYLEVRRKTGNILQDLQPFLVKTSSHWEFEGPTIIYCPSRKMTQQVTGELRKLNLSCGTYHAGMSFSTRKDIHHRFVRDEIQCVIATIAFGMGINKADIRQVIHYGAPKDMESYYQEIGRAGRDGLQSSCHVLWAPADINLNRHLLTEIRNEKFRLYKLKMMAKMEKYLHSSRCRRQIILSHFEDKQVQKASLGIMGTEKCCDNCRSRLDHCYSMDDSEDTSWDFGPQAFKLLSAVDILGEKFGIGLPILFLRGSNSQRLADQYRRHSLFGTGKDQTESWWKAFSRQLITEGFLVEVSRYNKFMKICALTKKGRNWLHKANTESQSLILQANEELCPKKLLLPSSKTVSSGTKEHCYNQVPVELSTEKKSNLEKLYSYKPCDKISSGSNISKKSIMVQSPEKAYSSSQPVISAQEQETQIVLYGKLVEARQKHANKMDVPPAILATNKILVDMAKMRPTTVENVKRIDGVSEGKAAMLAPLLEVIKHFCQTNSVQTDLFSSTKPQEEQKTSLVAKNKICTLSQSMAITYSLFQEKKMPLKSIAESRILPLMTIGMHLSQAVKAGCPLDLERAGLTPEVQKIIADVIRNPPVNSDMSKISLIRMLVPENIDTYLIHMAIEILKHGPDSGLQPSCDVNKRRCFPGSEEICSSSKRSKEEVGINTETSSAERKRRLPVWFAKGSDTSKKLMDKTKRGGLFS
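Enzyme (20 nM final) and test compound sit together 15 min at room temperature before substrate addition. Substrate is a single-forked duplex oligonucleotide (100 nM) labelled with fluorophore and quencher, with 2 mM ATP; helicase unwinding raises red fluorescence, read kinetically.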
FUS yeast rescue = qHTS for Suppressors of FUS Proteinopathy: Primary screen using FUS-linked yeast assay; S. cerevisiae FUS-expressing, growth rescue, OD600, 24 h; Potency, µM (series often up to 76.6 µM), for inactives: at the highest dose growth rescue (activation), most hits filed as activators; hit rate 0.24% among 390,000; AID 1347120, 2019;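 further: potency means the concentration at half of the fitted maximal effect; plate controls were DMSO vehicle for no effect and reference control for full effect; nearly all actives have a fitted effect of over 55% in size; some results filed as inactive show a strong effect at the top dose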
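Yeast FUS proteinopathy model; galactose-induced FUS (2%), starting OD 0.005. Cpds in dilution series, 24hr, 30C, 99% humidity. Abs 600 nm growth. Pos ctrl CP55940 (top 92uM final); neg ctrl DMSO.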
IL-2 act = qHTS of IL-2 Activators; IL-2 activation reporter assay, cell-based qHTS; stimulated with anti-CD3/CD4/CD28 beads; in transgenic mouse T cells; activation, % (series mostly up to about 46 µM); hit rate 0.065% among 360,000; AID 652025, 2013; in the data active means activation above about 50%; inconclusive means mostly about 30% to 49%; further: 0% is about no effect
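Unstimulated transgenic mouse T cells preincubated 60 min with compound, then stimulated with anti-CD3/anti-CD4-coated beads plus anti-CD28 for 18 h at 37 degrees C. IL-2 response read as EGFP and DsRed fluorescence by plate cytometry.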
EPAC1 antag = qHTS for Antagonist of cAMP-regulated guanine nucleotide exchange factor 3 (EPAC1): primary screen | Rap guanine nucleotide exchange factor 3 (Homo sapiens), O95398 | EPAC1 GEF assay, Rap1b-BODIPY-GDP exchange fluorescence | Potency, µM (top dose mostly 115 µM), inactives show top-dose activity change, negative = inhibition, actives largely listed as inhibitors | hit rate 0.14% among 360,000 | AID 720709, 2013;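 further: potency means the concentration at half of the fitted maximal effect; plate controls were vehicle for no effect and positive control for full effect; nearly all actives have a fitted effect of over 50% in size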
Starred values were filed as active, the others as inactive; ? = inconclusive; · = not tested or not shown; & = joins results of further samples; [ ] = dose if it differs, or a comment. Unless noted, the call rests on the fitted dose curve; in most records, active means well fitted curve in the direction sought with a large enough effect; inconclusive means small, poorly fitted or top-dose-only effect, or another doubt; inactive means no such curve, though single readings can be large; an effect the other way counts as inactive or inconclusive.

Values in the order – EPAC1 agonist, EPAC1 antag, Abeta yeast res, FUS yeast rescue, PLK1 PBD block, WRN helicase inh, PI5P4Ka inh, IL-2 act
- O=C1c2ccc3c4c(ccc(c24)C(=O)N1c1cccc(O)c1)C(=O)N(c1cccc(O)c1)C3=O
  9%, 7%, -4%, 16%, -3%, -5%, 0, -0.3
- CCn1cc(CN2CCC(C(=O)Nc3cccc(-c4cscn4)c3)CC2)cn1
  -5%, 2%, 12%, ·, -3%, -30%, -4, -3.3
- CCn1c(SCC(=O)Nc2ccc(N3CCOCC3)cc2)nnc1-c1ccco1
  6%, 1%, 1%, 39%, -11%, -8%, 2, 0.7
- C/C(COc1ccccc1)=N\NC(=O)c1nnn(-c2nonc2N)c1-c1ccc(C)cc1
  -11%, -9%, -8%, 20%, -7%, 3%, 0, -0.6
- O=C(CCC1CCCN(C(=O)c2cccc(F)c2)C1)N1CCN(c2ccccn2)CC1 (stereo not drawn)
  0%, 6%, 11%, 11%, 2%, 8%, 0, 0.3
- O=C(CSc1nc2sc3c(c2c(=O)n1-c1ccccc1)CCCC3)N/N=C/c1ccc(C(=O)O)cc1
  -16%, -11%, -18%, 5%, -28%, 1%[11.6 µM], -11, -2.3
- CCN(CC)CCNC(=O)c1cc(S(=O)(=O)N2CCc3ccccc32)cn1C
  -3%, 9%, 6%, -7%, -11%, -2%, -4, 0.6
- CC(CCc1ccccc1)NC(=O)CN1CCSc2ccccc21 (stereo not drawn)
  -13%, -25%, -7%, -21%, ?, -2%, 4, -2.4
- CC(=O)Nc1c2c(nn1-c1ccc(Cl)cc1)CSC2
  2%, -13%, -8%, -18%, -16%, 5%, 1, 1.2
- Cc1ccc2nc(SCC(=O)Nc3cc(C)on3)[nH]c2c1
  7%, 3%, -19%, 35%, -7%, 12%, ·, -0.9
- COc1ccc(Cc2nnc(NC(=O)C3CC(=O)N(c4ccccc4)C3)s2)cc1OC (stereo not drawn)
  5%, -7%, 7%, -1%, -6%, 0%, -4, -3.1
- Nc1nnnn1/N=C/c1cccc(Br)c1
  7%, -9%, -24%, -16%, -12%, -3%, -1, 0.0
- CC(C)CNc1c(N)n(CC(C)C)c(=O)[nH]c1=O
  -1%, -7%, 18%, -3%, -6%, -2%, -10, -0.6
- C=CCNC(=O)c1ccccc1NS(=O)(=O)c1ccccc1
  8%, 3%, -5%, 4%, -5%, -6%, -21, -0.1
- O=C(NCc1cn2ccsc2n1)c1cccc(C(F)(F)F)c1
  4%, -5%, -3%, -2%, -6%, -4%, 0, -0.4
- CCN(CC(=O)NC(=O)NCc1ccccc1)CC(=O)Nc1cc(Cl)ccc1C
  -5%, -1%, 5%, ?, 4%, -4%, 22, -0.3
- CC(C)(C)c1cc(Cc2ccccc2)[nH]n1
  -4%, 7%, 30%, 20%, -3%, -4%, ·, -0.6
- CN(C)C(=O)c1ccc2c(c1[N+](=O)[O-])C(=O)c1ccccc1C2=O
  -12%, -16%, 0%, ·, -5%, ?, -4, -0.2
- COc1ccc(-c2c(Sc3ccccc3)c3cc(-c4ccc5c(c4)OCO5)ccc3n2C)cc1
  -11%, -4%, -6%, 2%, 4%, 3%, -3, -0.7
- CC1(C)CC(=O)C2=C(C1)OC1=C(C(=O)CC(C)(C)C1)C2c1cc([N+](=O)[O-])cc([N+](=O)[O-])c1O
  -3%, -27%, 1%, 9%, 17µM*, -15%[57.1 µM], -23, 1.7
- N#Cc1c(-c2ccccc2)nc(SCc2nc(N)nc(N3CCCCC3)n2)[nH]c1=O
  4%, 7%, -5%, 7%, 3µM*, -10%, ?, -0.4
- Cc1ccc(N2CC(C(=O)NCc3ccco3)CC2=O)cc1Cl (stereo not drawn)
  6%, 21%, -2%, 12%, -5%, 1%, -15, -1.6
- Cc1ccccc1N(C(=O)CCCC(=O)Nc1ccccn1)C(C(=O)NC1CCCC1)c1ccc(O)cc1 (stereo not drawn)
  0%, 0%, -2%, 8%, 2%, 0%, 0, -2.2
- CC(=O)Nc1ccc(S(=O)(=O)N[C@@H](C)C(=O)OCC(=O)NC2CCCC2)cc1
  5%, 2%, -2%, 6%, 1%, -4%, 2, 1.4
- S=c1[nH]nc(-c2ccco2)n1/N=C/c1ccc(Br)s1
  13%, 2%, -2%, 30%, ?, -15%, ·, -1.6
- CCN(c1ccccc1)S(=O)(=O)c1nnc(NC(=O)C(C)(C)C)s1
  -6%, ?, -11%&2%, 25%&-8%, -15%, 6%[57.1 µM], 6, 1.0
- Cc1cc(C(=O)COC(=O)Cc2ccc(Br)cc2)c(C)n1C
  20%, -8%, 22%, 13%, -1%, -9%, 5, -0.1
- CSc1nc(O)c(C(c2ccc(F)cc2)c2c(O)nc(SC)[nH]c2=O)c(=O)[nH]1
  1%, 5%, -5%, 19%, ?, -2%, -14, 0.0
- COc1ccc(NC(=O)CS(=O)(=O)c2cn(CC(=O)N3CCOCC3)c3ccccc23)cc1OC
  5%, -12%, 10%, 12%, -24%, 9%, -10, -1.0
- Cc1cc(C(=O)N2CCN(c3ccccc3Cl)CC2)c(C)o1
  -2%, -11%, -27%, 12%, -2%, -5%, 8, -0.9
- CC(=O)N1CCC(C(=O)Nc2cc(C)cc(C)c2)CC1
  -12%, -25%, -3%, 9%, ?, ?, -7, -0.2
- CCN(CC)C(=O)Cn1nc(-c2ccncc2)nc1SCC(=O)Nc1ccc(OC)cc1
  -6%, -13%, -4%, 6%, -14%, -2%, 4, -0.5
- CCc1ccc(C=C2SC(=S)N(CCCC(=O)Nc3ccc(C(=O)O)cc3)C2=O)cc1
  18%, ?, -11%, 4%, ?, -21%, 6, 2.6
- COc1ccc(NC(=S)N2CCC(C(=O)c3ccc(C)cc3)CC2)cc1
  4%, -7%, 27%, 28%, -9%, -7%, 5, 0.0
- CC(NC(=O)Nc1ccccc1)C(c1cccs1)N1CCN(C)CC1 (stereo not drawn)
  -1%, -1%, -1%, -16%, 6%, 5%, -1, -3.5
- C#CC(CC)(CC)NC(=O)c1ccc(Br)s1
  -2%, -18%, 29%, -2%, 7%, -3%[57.1 µM], -4, 0.9
- COc1ccc(/C=C/C(=O)N/C(=C\c2ccco2)C(=O)NCCc2nc3ccccc3[nH]2)cc1
  11%, -1%, 13%, ·, 2%, -26%, -3, -0.4
- COc1ccc2cc1Oc1ccc(cc1)C[C@H]1c3cc(c(OC)cc3CCN1C)Oc1c(OC)c(OC)cc3c1[C@H](C2)N(C)CC3
  1%, -22%, -2%, -13%, -9%, 4%, -18, -0.7
- COc1ccc(C2CC(c3ccccc3)=NN2C(=O)COC(=O)c2nc3nc(C)cc(C)n3n2)cc1 (stereo not drawn)
  9%, -3%, 3%, ?, 0%, -3%, -4, -4.2
- Cc1sc2ncnc(N3CCN(Cc4ccccc4)CC3)c2c1-c1ccccc1
  4%, 20%, 0%, 18%, -11%, 3%[11.6 µM], 4, 1.2
- c1ccc(C2NCCNC2c2ccccc2)cc1 (stereo not drawn)
  -6%, 4%, -1%, ·, 0%, 2%, -1, -3.8
- CNC(=O)COc1coc(CN2CCN(Cc3ccccc3)CC2)cc1=O
  17%, 8%, -6%, -4%, -18%, -9%, -1, -5.0
- Cc1cc2cc3c(cc2nc1SCC(=O)OC(C)C)OCCO3
  26%, -9%, -5%, 12%, -2%, 9%, 0, -4.3
- COC(=O)c1cn(C(=O)c2cc(Cl)ccc2Cl)c2ccccc12
  1%, -14%, 22%, -8%, -11%, 6%, 18, -1.2
- CC(C)NC(=O)Nc1ccc2c(c1)C(=O)N([C@H](C)CO)C[C@H](C)[C@@H](CN(C)S(=O)(=O)c1ccccc1)O2
  -4%, -16%, -16%, 11%, -16%, -8%, -2, -3.2
- CCCc1nn(C)c(C(=O)Nc2ccc(C)c(C)c2)c1Cl
  12%, -11%, 1%, 10%, -4%, -1%, 4, -0.5
- COCCNC(=O)C(c1cccc(OC)c1)N(C(=O)Cn1nnc2ccccc21)c1cccnc1 (stereo not drawn)
  4%, -7%, 24%, 5%, -2%, 4%, 0, 1.4
- CC(=O)c1c(C)[nH]c(C(=O)CN2C(=O)NC(C)(c3ccc(C)cc3)C2=O)c1C (stereo not drawn)
  11%, 2%, -11%, 23%, 0%, 0%, 0, 1.5
- O=C(Cc1ccccc1)NS(=O)(=O)c1ccc(N=NN2CCOCC2)cc1
  -8%, 3%, -45%[inhibitor], 4%, -1%, -2%, -1, 0.7
- COc1ccc(-n2c(=O)cc(N3CCc4ccccc43)[nH]c2=O)cc1
  10%, -4%, -10%, ·, -9%, -1%, -6, -0.3
- O=C(CN1CCN(S(=O)(=O)c2ccc(Cl)s2)CC1)NCc1ccc(Cl)cc1
  3%, -16%, ?, ·, -9%, -2%, 26, -0.3
- CN(C(=O)c1ccc(=O)n(Cc2ccc(Cl)cc2)c1)c1ccccc1
  1%, 10%, -2%, 20%, -8%, -3%, 3, 0.4
- C/C=C(/C)C(=O)O[C@@H]([C@H](O)c1cc2ccc(=O)oc2cc1OC)C(C)(C)O[C@@H]1O[C@H](CO)[C@@H](O)[C@H](O)[C@H]1O
  9%, -2%, 2%, -12%, -2%, 2%, 0, 0.0
- O=C(Oc1cccc([N+](=O)[O-])c1)C1CCN(C(=O)c2ccc(F)cc2)CC1
  -6%, 2%, -23%, ·, -11%, -30%, 0, -2.6
- OCCC1CN(C/C=C/c2ccco2)CCN1Cc1ccccc1 (stereo not drawn)
  -6%, 15%, 6%, 8%, -9%, -5%, -12, 1.2
- COCCNS(=O)(=O)c1ccc(F)c(OC)c1
  2%, 8%, 13%, -13%, 4%, -2%, ·, 0.4
- O=C(CN1C(=O)c2ccccc2S1(=O)=O)c1ccccc1
  -1%, -7%, 19%, -22%, -3%, -2%, -4, 0.1

Bioassay records from PubChem.
